# Source: PubChem (The Scripps Research Institute Molecular Screening Center)
# CHO-K1 Ca antag: counter-screen for M1 antagonists: effect in parental CHO-K1 cells; 360,000 tested, 0.6% active; inhibition, % at 3 µM; ATP-induced calcium, Fluo-8 fluorescence;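 active = inhibition above a per-plate cutoff, the plate's mean sample inhibition plus 3 SD, cut at about 24% in these data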;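 also: 0% = DMSO plus EC80 ATP and 100% = DMSO alone without ATP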
# V1aR counter: agonists of human V1a receptor, primary screen, counter-screen for OXTR agonist project, fluorescence, CHO-V1R cells. Vasopressin V1a receptor (Homo sapiens), P37288. Fluo-8 calcium fluorescence, agonist mode; 0% DMSO, 100% 3 nM vasopressin. activation, % at 3 µM. 320,000 tested, 0.25% active;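 active = activation above the mean activation of all tested compounds plus 3 SD, per screening run, cut at about 20% in these data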;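 also: signal is peak over basal fluorescence ratio across a 100 second FLIPR read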
# Target sequence (P37288 whole entry, looked up): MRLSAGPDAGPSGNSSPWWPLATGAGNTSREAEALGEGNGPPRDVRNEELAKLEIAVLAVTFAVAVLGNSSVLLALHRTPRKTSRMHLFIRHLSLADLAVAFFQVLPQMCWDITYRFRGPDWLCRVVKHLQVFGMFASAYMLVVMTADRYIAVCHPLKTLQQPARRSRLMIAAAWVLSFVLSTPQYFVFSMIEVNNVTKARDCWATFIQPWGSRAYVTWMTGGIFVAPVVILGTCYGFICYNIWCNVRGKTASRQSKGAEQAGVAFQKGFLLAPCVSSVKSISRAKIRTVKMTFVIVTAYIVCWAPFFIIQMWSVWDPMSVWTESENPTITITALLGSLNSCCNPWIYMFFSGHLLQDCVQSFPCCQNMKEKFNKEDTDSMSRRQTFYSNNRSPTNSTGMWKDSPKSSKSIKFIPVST
# CHO parental Ca: ATP-evoked calcium signal inhibitors, parental CHO, primary screen, counter-screen for OX1R antagonist project, cell-based, fluorescence, Fluo-8 calcium dye; AID 463079, 2010; parental CHO-K1, ATP-induced calcium, Fluo-8 fluorescence; inhibition, % at 5.6 µM; 330,000 tested, 0.63% active;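 active = inhibition above that plate's mean sample inhibition plus 3 SD, cut at about 26% in these data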;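 also: 0% = ATP-challenged DMSO wells and 100% = DMSO wells without ATP; some compounds past the cut are filed as inactive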
#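 Assay system – parental CHO cells · Reagent – ATP stimulus · Detection – intracellular calcium via Fluo-8 no-wash fluorescent dye · Evaluation – percent inhibition of ATP-evoked calcium rise, normalized to controls · Controls – ATP wells versus no-ATP DMSO wells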
# TAAR1 antagonist: human TAAR1 antagonists, primary screen, Fluo-8 calcium fluorescence, CHO RD-HGA16 cells; antagonist; 360,000 tested, 1.5% active; AID 624466, 2012; inhibition, % at 3 µM; Trace amine-associated receptor 1 (Homo sapiens), Q96RJ0;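 active = inhibition above a per-plate cutoff, the mean inhibition of test compounds on that plate plus 3 SD, cut at about 49% in these data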;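 also: 0% = DMSO plus EC80 beta-PEA response and 100% = DMSO alone without agonist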
#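 System: CHO RD-HGA16 cells bearing hTAAR1. Reagent: EC80 β-phenethylamine stimulus. Schedule: seeding 17-24 h prior, 75-min 37 °C, 30-min RT dye loading. Signal: Fluo-8 intracellular calcium dye fluorescence, real-time kinetic reads. Read-out: % inhibition from peak post-agonist over basal fluorescence ratio. Benchmarks: vehicle wells and EC80 agonist wells. Replicates: n of 1.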
# M1 ag parental: counter-screen for M1 agonists: effect in parental CHO-K1 cells | activation, % at 3 µM | AID 602248, 2012 | Fluo-8 calcium fluorescence; scaled to maximal ATP response, vehicle zero | 360,000 tested, 0.48% active; in the data active = activation above about 15%;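 also: untransfected CHO-K1 host cells lacking M1 receptor as counterscreen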
# TAAR1 agonist: human TAAR1 agonists, primary screen, Fluo-8 calcium fluorescence, CHO RD-HGA16 cells. Trace amine-associated receptor 1 (Homo sapiens), Q96RJ0. 360,000 tested, 0.99% active. activation, % at 3 µM. vehicle wells 0%, saturating PEA agonist 100%;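 active = activation above the mean activation of all test compounds in the run plus 3 SD, cut at about 38% in these data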
#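 System: CHO-derived RD-HGA16 cells with stable Gα16 and human TAAR1. Times: 17-24 h plating, Fluo-8 75 min 37 °C, 30 min RT. Measured by: calcium-sensitive Fluo-8 signal, excitation 470-495, emission 515-575 nm. Read-out basis: % activation relative to PEA EC100 response. Control set: DMSO and PEA EC100. Repeats: no replicates (n 1).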
# OXTR potentiate: human OXTR potentiators, primary screen, fluorescence, CHO-OTR cells, Fluo-8 calcium; activation, % at 3 µM; Fluo-8 calcium fluorescence, potentiator mode; 0% = oxytocin EC15, 100% = EC100; 320,000 tested, 0.061% active;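 active = activation above that plate's cutoff, the mean activation of tested compounds plus 3 SD, cut at about 6.6% in these data, passing the limit was not always enough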;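 also: 100% uses oxytocin at 75 nM as the full agonist control; some results filed as inactive read as strong as hits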
#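 System: human OTR in CHO cells / Also added: sub-maximal oxytocin, roughly EC15 / Control set: EC15 oxytocin low, 75 nM oxytocin high / Schedule: 6 min compound pre-incubation at room temperature, 100 s kinetic read / Compound: single-point 3.0 µM / Replication: singlicate / Technique: Fluo-8 calcium dye fluorescence / Read-out basis: % activation of max/min ratio relative to oxytocin controls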
# M1 PAM parental: nonselective calcium activators in parental CHO-K1 cells, primary screen, counter-screen for M1 PAM project, cell-based, Fluo-8 calcium fluorescence, full deck, 1536-well. ATP EC20; 0% at ATP EC20, 100% at ATP max. activation, % at 3 µM. 360,000 tested, 0.02% active;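 active = activation above the run cutoff, the mean activation of all test compounds plus 3 SD, cut at about 40% in these data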;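 also: peak over basal fluorescence ratio in a 140 s read after ATP addition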
# M1 ag: human M1 muscarinic receptor agonists, primary screen, Fluo-8 calcium fluorescence, CHO-K1 cells, HTS; Muscarinic acetylcholine receptor M1 (Homo sapiens), P11229; activation, % at 3 µM; AID 588814, 2011; CHO-K1 hM1, agonist mode; 0% DMSO, 100% acetylcholine EC100; 360,000 tested, 0.33% active;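 active = activation above the run's mean compound activation plus 3 SD, cut at about 16% in these data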;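 also: peak over basal fluorescence ratio within a 140 s kinetic read after compound addition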
# Target sequence (P11229 whole entry, looked up): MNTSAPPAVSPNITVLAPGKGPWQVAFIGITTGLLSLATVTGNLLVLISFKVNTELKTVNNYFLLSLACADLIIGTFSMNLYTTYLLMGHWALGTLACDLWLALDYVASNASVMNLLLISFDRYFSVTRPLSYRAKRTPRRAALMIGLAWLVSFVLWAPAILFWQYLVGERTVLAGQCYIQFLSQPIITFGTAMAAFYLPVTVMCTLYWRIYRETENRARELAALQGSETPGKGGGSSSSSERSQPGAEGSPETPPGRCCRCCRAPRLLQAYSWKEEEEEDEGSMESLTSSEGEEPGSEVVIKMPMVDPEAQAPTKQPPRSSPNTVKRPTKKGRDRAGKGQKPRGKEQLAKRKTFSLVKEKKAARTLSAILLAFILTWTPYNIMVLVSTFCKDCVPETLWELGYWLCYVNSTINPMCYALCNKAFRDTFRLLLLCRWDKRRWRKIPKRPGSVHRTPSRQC
# * = called active by the depositor; . = not tested or not shown.
compound,CHO-K1 Ca antag,V1aR counter,CHO parental Ca,TAAR1 antagonist,M1 ag parental,TAAR1 agonist,OXTR potentiate,M1 PAM parental,M1 ag
NS(=O)(=O)c1ccc(CNC(=O)C2(c3ccc(Cl)cc3)CC2)cc1,-17,-0.7,-2,-25,1.2,3,-7,19,-8
CCNC(=O)C1CCCN1S(=O)(=O)c1ccc2ccccc2c1 (configuration not stated),-10,-0.2,-6,-18,0.3,5,1,-20,0
CCC(C)c1ccc(NC(=O)COC(=O)C2CCCC2)cc1 (configuration not stated),-14,0.3,-3,5,0.1,-2,-3,16,-4
CCOC(=O)C1CCN(C(=O)CN(c2cccc(C(F)(F)F)c2)S(C)(=O)=O)CC1,15,1.5,-4,-6,-0.8,5,-10,-5,0
Cc1ccc(NC(=O)CSc2nnc(NC(=O)C3CC3)s2)cc1C,0,-0.2,-2,-25,0.1,1,-1,-20,-5
CC(C)(C)c1ccc(OCC(=O)NCC(c2cccs2)N2CCOCC2)cc1 (configuration not stated),-7,1.4,-15,-25,5.3,0,-12,3,-1
NC(=O)C1(N2CCCCC2)CCN(Cc2ccc(F)cc2)CC1,-15,-0.1,-5,6,0.9,0,-3,0,-9
O=C(Nc1ccccc1Cl)c1ccccc1S(=O)(=O)c1ccccc1[N+](=O)[O-],8,-0.4,-13,-16,0.1,5,1,-1,-1
CS(=O)(=O)c1ccc(C(=O)Nc2ccc(N3CCCCC3)cc2)c(Cl)c1,-7,0.7,10,9,1.1,3,1,21,-7
COc1ccc(N2C(=O)N(Cc3ccc(C)cc3)c3ccccc3S2(=O)=O)cc1,21,1.3,-5,-4,0.1,3,-6,-3,-2
Cc1ccc(O)c(NC(=O)c2cc(C)no2)c1,-1,0.1,-8,-15,-0.6,3,-1,-8,0
CCOc1ccc(C(=O)Nc2nc(C)c(C(=O)OC)s2)cc1,-15,0.0,-23,-13,0.3,1,4,22,-3
Cc1ccc(CNC(=O)Nc2cccc(C)c2)cc1,-19,-1.0,-4,-14,0.8,10,-4,-3,-10
O=C(OCCCN1CCOCC1)c1ccc(O)c(O)c1,-10,0.9,-1,-18,1.3,6,3,16,-2
Cc1ccc(NC(=O)C2CCCN2C(=O)NC2CCCCC2)cc1F (configuration not stated),0,-0.4,-19,-12,0.3,-3,-4,2,-2
CCCNC(=O)C1(C)CCN(C(=O)c2cc(F)cc(F)c2)C1 (configuration not stated),13,.,.,-19,-0.1,1,.,2,-2
O=Cc1s/c(=N\S(=O)(=O)c2ccccc2)n(CCCCl)c1Cl,-4,.,.,31,0.4,-2,.,16,-6
CC(=O)c1ccc(N2Cc3ccccc3/C2=N\C(=O)Nc2ccccc2)cc1,-5,-0.4,-9,14,1.6,7,-4,22,-6
CCOc1ccc(NC(=O)CCN2CCN(c3ccccc3OC)CC2)cc1,-6,0.8,-17,10,0.1,11,-10,12,-5
O=C(CCNC(=O)c1ccccc1Cl)NCc1ccncc1,1,1.1,1,-7,0.9,7,-5,14,2
CN(Cc1ccco1)C(=O)Cn1ncc2c([nH]c3ccccc32)c1=O,1,2.0,21,5,3.4,17,-13,-5,-1
COc1ccccc1NC(=O)Nc1cc(C(C)(C)C)nn1C,4,0.1,-16,-33,0.3,1,1,-10,-1
CCOc1cc(NC(=O)C2CCCCC2)c(OCC)cc1NC(=O)c1ccccn1,-12,0.4,-16,-12,1.4,1,2,26,-6
Clc1ccccc1Nc1nc(NCc2ccccc2)nc2ccsc12,-13,.,.,36,7.7,5,.,17,-2
O=C(COC(=O)CSc1cc(Cl)ccc1Cl)Nc1ncc(C(F)(F)F)cc1Cl,-19,0.0,-6,-2,-0.3,0,2,13,-7
CCOC(=O)c1ccc(NS(=O)(=O)c2ccc3oc(=O)[nH]c3c2)cc1,-8,1.2,13,9,2.1,-2,1,19,-3
CCC(=O)N1CCN(c2ccccc2NC(=O)COc2ccc(C(C)C)cc2)CC1,-7,2.2,-18,22,5.4,2,-13,3,-2
CCN(CC)c1ncc(C#N)c(N)n1,-2,2.7,-2,-10,0.0,3,0,7,-3
Cc1noc(C)c1S(=O)(=O)N1CCN(c2ccc([N+](=O)[O-])cc2)CC1,-3,0.7,-1,-8,0.4,2,-7,-5,-3
OCCCNc1ncnc2c1[nH]c1ccccc12,-10,0.8,-7,-22,0.1,4,-6,3,-4
CN(C)CCCNCCCCNC(=O)/C=N/O,4,0.4,-4,-9,0.2,10,0,-2,-3
O=C(CC1Nc2ccccc2NC1=O)Nc1ccc2c(c1)OCO2 (configuration not stated),28*,-0.5,-14,9,-0.2,1,-9,-18,-6

# Profiles from above. Order of values: CHO-K1 Ca antag	V1aR counter	CHO parental Ca	TAAR1 antagonist	M1 ag parental	TAAR1 agonist	OXTR potentiate	M1 PAM parental	M1 ag
# NS(=O)(=O)c1ccc(CNC(=O)C2(c3ccc(Cl)cc3)CC2)cc1 is listed as -17	-0.7	-2	-25	1.2	3	-7	19	-8
# CCC(C)c1ccc(NC(=O)COC(=O)C2CCCC2)cc1 (configuration not stated) is listed as -14	0.3	-3	5	0.1	-2	-3	16	-4

# (further entries)
compound,CHO-K1 Ca antag,V1aR counter,CHO parental Ca,TAAR1 antagonist,M1 ag parental,TAAR1 agonist,OXTR potentiate,M1 PAM parental,M1 ag
Cc1ccc(CNC(=O)CN(Cc2ccccc2)S(C)(=O)=O)cc1,-4,0.4,-3,-13,0.4,8,-9,10,-3
O=C(CCCCn1c(=O)[nH]c2ccccc2c1=O)NCc1ccc2c(c1)OCO2,-10,-0.1,-9,-15,0.2,7,-18,17,-4
Cc1ccc(C(=O)COc2ccccc2-c2ccccc2)cc1C,-11,4.4,13,-12,0.6,1,-10,13,-6
Cc1cccc(-n2cnc(C(=O)N3CCN(C)CC3)c2)n1,-10,0.8,10,-12,4.2,4,-24,18,-4
O=C(Nc1cccc(C(=O)N2CCN(c3ccccc3)CC2)c1)c1ccco1,16,0.0,2,4,1.4,7,-10,5,-2
Cc1ccc(-c2nn(CC(=O)NCC3CCCO3)c(=O)c3ccccc23)cc1 (configuration not stated),-7,-1.0,-27,.,-1.2,.,-2,-8,-4
O=C1CCc2cc(S(=O)(=O)N3CCC(C(=O)NC4CCCCCCC4)CC3)ccc2N1,-5,0.7,-9,12,-0.1,1,-2,12,-9
O=C(NC1=NN(c2ccccc2)CC1)Nc1ccccc1F,-19,-1.5,-7,8,0.2,-2,-7,18,-2

# Individual results from the entries so far.
# Reading of Cc1ccc(C(=O)COc2ccccc2-c2ccccc2)cc1C in TAAR1 antagonist: -12
# Reading of Cc1cccc(-n2cnc(C(=O)N3CCN(C)CC3)c2)n1 in V1aR counter: 0.8

# Later entries.
compound,CHO-K1 Ca antag,V1aR counter,CHO parental Ca,TAAR1 antagonist,M1 ag parental,TAAR1 agonist,OXTR potentiate,M1 PAM parental,M1 ag
Cc1c(Cl)cccc1NC(=S)N1CCN(c2ccccn2)CC1,-3,0.6,-9,4,0.0,10,-3,12,-6
FC(F)Oc1cccc2cccnc12,-17,-0.4,-10,-20,1.5,8,-6,28,0
CC(C)NC(=O)C(Sc1ccccc1)c1ccccc1 (configuration not stated),24*,-0.6,-12,6,-0.1,10,-16,-8,-2
CCOC(=O)c1sc2nc(-c3cccnc3)ccc2c1N,-21,-0.5,-5,-7,1.7,-1,-8,14,-5
CCOc1cc(OCC)cc(C(=O)N2CCC[C@H]2C(=O)N2CCC[C@H]2C(=O)NCc2ccncc2)c1,-14,.,.,-15,0.4,7,.,-1,.
COc1cccc(C(=O)N2CCC2(C)C(=O)O)c1 (configuration not stated),-5,.,.,-31,0.2,5,.,7,-2
Cc1ccc(S(=O)(=O)Nc2ccc(N(C)S(=O)(=O)c3ccc(C)cc3)cc2)cc1,-7,10,-5,25,6.3,52*,-14,17,1
COC(=O)c1[nH]c(C)c(/C(O)=C2\C(=O)C(=O)N(CCN(C)C)C2c2cc(OC)ccc2OC)c1C (configuration not stated),-14,0.1,-21,-6,0.0,8,-6,16,-3
CCOc1ccc(S(=O)(=O)N2CCCC(C(=O)N3CCCC3)C2)cc1 (configuration not stated),-1,0.1,-9,-6,1.3,-1,-4,2,-3
CC(OC(=O)c1nsc(Cl)c1Cl)C(=O)NCCc1ccccc1 (configuration not stated),-11,0.2,-8,3,0.3,-3,-8,0,-4
CCCCc1cc(=O)oc2cc(C)cc(OCC(=O)O)c12,-3,-0.2,3,-4,-0.3,7,2,13,-1
CC(=O)Nc1ccc2c3c(cccc13)C(=O)N(c1ccccc1)C2=O,-10,-1.0,1,7,0.1,-1,-10,8,-3
Cc1ccccc1OCC(=O)Nc1ccccc1CO,-2,0.0,-19,-8,0.3,7,-9,7,-4
N#Cc1c(-c2ccc(Cl)cc2)cc(-c2ccccc2)nc1SCC(=O)O,-8,0.4,-8,32,0.3,-1,-10,3,-1
O=C(O)c1cc(-c2ccc(/C=C3\NC(=O)N(c4ccc(Cl)cc4)C3=O)o2)ccc1Cl,-1,0.0,-5,-3,0.7,-1,-3,-1,-4
Cc1ccc(NC(=O)c2ccc(-c3cc(Cl)ccc3Cl)o2)c(C)c1,-13,.,.,-9,0.1,3,.,20,-6
O=[N+]([O-])c1ccccc1NS(=O)(=O)c1ccccc1,3,.,.,11,0.0,1,.,-12,-3
Cc1ccccc1N=Cc1ccc[nH]1,-2,.,.,2,0.4,1,.,9,-2
NC(=O)c1ccsc1NC(=O)CSc1nnc(Nc2ccccc2)s1,-2,1.9,-10,40,8.6,24,-25,5,-1
COC(=O)c1ccc(N2CCOCC2)c(NC(=O)c2ccc3c(c2)OCCO3)c1,0,0.3,-9,-16,0.1,3,-8,1,-2
N#CCC(=O)N/N=C/c1ccc(N2N=C(c3ccccc3)CC2c2ccccc2)cc1 (configuration not stated),-16,-0.1,3,24,0.0,2,-6,-5,0
O=C(O)/C=C/C(=O)Nc1ccc(Oc2ccccc2)cc1,-13,0.5,12,-37,0.8,0,-1,21,-5
C=CCSc1nc(C)cc2c1C(=O)OC2,-1,0.1,-1,-12,0.5,-2,-7,-7,-7
